# LANA DNA inh = inhibitors of KSHV C-LANA binding to DNA, primary screen, biochemical, fluorescence polarization, FAM-LBS DNA, MBP-C-LANA, single point. inhibition, % at 9 µM. Kaposi's sarcoma herpesvirus LANA C-terminal domain (residues 932-1162) DNA binding. 0.078% of 340,000 active;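 active = highest replicate inhibition at or above 60% at 9 µM, even if other replicates fall short; inactive = all replicates below 60% inhibition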;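 also: 0% = neutral control wells and 100% = 4 µM acridine orange control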
# Pemphigus Ab inh = inhibitors of pemphigus antibody binding to DSG3, primary screen, biochemical, bead-based, flow cytometry, scFv-GFP; binding (percent of control), % at 10 µM; Desmoglein-3 (Homo sapiens), P32926; DSG3-coupled beads, scFv-anti-DSG3-GFP binding; stronger effect = lower value; 0.48% of 310,000 active; AID 588358, 2011;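 active = binding more than 3 SD below its plate's average and above zero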;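 also: hits lower antibody fragment binding to DSG3; some compounds called inactive have numbers as strong as hits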
# CAL PDZ FP-1 = CAL PDZ peptide-binding inhibitors, primary screen, biochemical, fluorescence polarization, Cer-tagged CAL PDZ, HTS. Golgi-associated PDZ and coiled-coil motif-containing protein (Homo sapiens), Q9HD26. purified CAL PDZ, TMR-peptide fluorescence polarization, 1 h. inhibition, % at 20 µM. 0.02% of 330,000 active. AID 504414, 2011;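 active = highest replicate inhibition of at least 40%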;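 also: plate controls were DMSO neutral control wells for no effect and unlabeled competitor peptide control wells for full effect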
#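 System: purified tagged CAL PDZ domain construct (CerCALP). Schedule: 1 h incubation at room temperature before polarization reading. Medium: 25 mM sodium phosphate pH 7.4, 150 mM NaCl, TCEP, IgG, Thesit. Read-out: percent inhibition from loss of millipolarization. Measured by: FP readout, S and P plane fluorescence. Probe or stimulus: fluorescent TMR peptide probe.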
# Arrestin-AP2 inh = inhibitors of beta-arrestin/AP2 binding, primary screen, biochemical, GPCR trafficking, flow cytometry. beta-arrestin 1 C-terminal peptide binding to AP2 beta2-adaptin appendage (human). FITC-arrestin peptide / GST-AP2 beads; AP2 beta2 appendage carries R879A mutation. inhibition, % at 10 µM. 0.31% of 340,000 active. AID 504490, 2011;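 active = inhibition above a set limit, near 3 SD of compounds lacking own fluorescence, cut at about 54% in these data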;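 also: plate controls were DMSO wells for no effect and 5 µM unlabelled arrestin peptide for full effect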
#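 System: GST-tagged AP2 beta2-adaptin appendage (R879A) on 4 µm glutathione beads / Reagent: FITC-arrestin peptide, 50 nM / Detection: HyperCyt-sampled flow cytometry, FL1 channel, ex 488/em 535 nm / Timing: 12 min plus 1 h, RT / Buffer or medium: PBS plus Tween 20 (0.05%) and BSA (0.1%)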
# NSD2 HMT inh = NSD2 histone methyltransferase inhibitors, primary screen, biochemical, AlphaScreen, single concentration, set 2; Histone-lysine N-methyltransferase NSD2 (Homo sapiens), O96028; NSD2 peptide methylation, 120 min; inhibition, % at 12.5 µM; 0.54% of 310,000 active; in the data active = inhibition above about 50%
# Target sequence (O96028 whole entry, looked up): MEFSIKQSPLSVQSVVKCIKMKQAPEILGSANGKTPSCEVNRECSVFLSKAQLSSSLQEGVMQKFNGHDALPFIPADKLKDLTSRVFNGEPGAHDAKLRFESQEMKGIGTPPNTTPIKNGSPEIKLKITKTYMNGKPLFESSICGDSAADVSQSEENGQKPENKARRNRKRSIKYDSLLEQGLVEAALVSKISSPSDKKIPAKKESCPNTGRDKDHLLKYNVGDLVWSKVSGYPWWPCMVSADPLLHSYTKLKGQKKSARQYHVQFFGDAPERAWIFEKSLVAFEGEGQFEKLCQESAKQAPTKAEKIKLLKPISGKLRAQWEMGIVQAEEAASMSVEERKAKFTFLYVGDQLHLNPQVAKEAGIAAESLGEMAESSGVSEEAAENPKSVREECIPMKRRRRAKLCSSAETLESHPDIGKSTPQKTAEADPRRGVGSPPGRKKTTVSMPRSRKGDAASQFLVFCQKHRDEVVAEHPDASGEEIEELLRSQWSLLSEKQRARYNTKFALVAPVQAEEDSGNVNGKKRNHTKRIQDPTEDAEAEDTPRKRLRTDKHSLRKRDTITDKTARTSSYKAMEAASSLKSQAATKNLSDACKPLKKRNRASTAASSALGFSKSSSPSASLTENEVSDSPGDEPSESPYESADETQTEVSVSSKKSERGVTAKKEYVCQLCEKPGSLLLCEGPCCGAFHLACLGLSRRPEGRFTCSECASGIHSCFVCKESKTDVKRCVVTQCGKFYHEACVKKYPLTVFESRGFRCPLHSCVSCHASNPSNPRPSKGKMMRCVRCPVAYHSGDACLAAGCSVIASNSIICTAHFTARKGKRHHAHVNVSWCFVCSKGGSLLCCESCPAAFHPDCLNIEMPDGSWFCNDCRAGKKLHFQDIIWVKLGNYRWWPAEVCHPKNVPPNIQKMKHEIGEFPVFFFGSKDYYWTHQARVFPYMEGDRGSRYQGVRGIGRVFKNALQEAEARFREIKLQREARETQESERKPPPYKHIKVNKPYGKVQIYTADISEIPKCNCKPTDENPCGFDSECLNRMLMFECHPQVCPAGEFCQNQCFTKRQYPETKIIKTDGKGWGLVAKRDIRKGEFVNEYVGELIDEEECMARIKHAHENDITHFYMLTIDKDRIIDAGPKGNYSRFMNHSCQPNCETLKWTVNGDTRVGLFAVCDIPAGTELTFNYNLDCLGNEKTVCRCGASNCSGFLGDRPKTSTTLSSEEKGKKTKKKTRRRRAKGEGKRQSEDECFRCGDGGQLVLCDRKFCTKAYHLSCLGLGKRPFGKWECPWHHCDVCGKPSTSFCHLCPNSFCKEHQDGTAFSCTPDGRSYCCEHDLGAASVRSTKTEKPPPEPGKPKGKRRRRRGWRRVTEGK
# Keap1 Nrf2 FP = Keap1-Nrf2 protein-protein interaction inhibitors, primary screen, biochemical, fluorescence polarization, single point | Kelch-like ECH-associated protein 1 (Homo sapiens), Q14145 | Keap1 Kelch-Nrf2 peptide fluorescence polarization, 1536-well | inhibition, % at 9.4 µM | 0.15% of 340,000 active | AID 504523, 2011; in the data active = inhibition above about 12%;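 also: human Keap1 Kelch domain with fluorescein labeled Nrf2 9mer peptide probe; 0% = neutral control wells and 100% = peptide positive control; higher means more block of Keap1 binding to Nrf2 peptide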
# DAGLB inhibitor = DAGLB lipase inhibitors, primary screen, biochemical, fluorescence, HTS; HEK293T DAGLB membrane lysate, EnzChek fluorogenic substrate; inhibition, % at 5.17 µM; 0.059% of 340,000 active; in the data active = inhibition above about 34%;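 also: 0% = enzyme with vehicle and 100% = wells lacking enzyme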
# CAL PDZ FP-2 = untagged CAL PDZ binding inhibitors, primary screen, biochemical, fluorescence polarization, HTS; Golgi-associated PDZ and coiled-coil motif-containing protein (Homo sapiens), Q9HD26; purified CAL PDZ, TMR-peptide fluorescence polarization, 1 h; inhibition, % at 24.9 µM; 0.92% of 300,000 active; AID 602252, 2012;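 active = mean inhibition of at least 30% with at least half of replicates also reaching 30%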;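 also: 0% = DMSO neutral control and 100% = excess unlabeled competitor peptide PRC23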
# V-ATPase pHluor = regulators of yeast V-ATPase proton pumping, primary screen, pHLuorin cytosolic pH fluorescence; S. cerevisiae; response, % at 10 µM; 0.37% of 350,000 active; AID 504577, 2011; in the data active = response mostly above about 7.3%, no sharp cut-off; inactive = mostly below about 5.4%; also: actives read high; inactives centre near 0; some compounds called inactive have numbers as strong as hits; reference of the scale not given here
# RTF Ca sens inh = cardiac RTF calcium sensitivity inhibitors, primary screen, biochemical, IANBD-TnC fluorescence, EC70 calcium. inhibition, % at 7.15 µM. AID 493244, 2011. 0.12% of 340,000 active. Troponin I, cardiac muscle (Homo sapiens) + Troponin T, cardiac muscle (Homo sapiens) + …. IANBD-labeled cardiac RTF, Ca2+ fluorescence;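 active = inhibition above the mean inhibition of all tested compounds plus 3 SD, cut at about 17% in these data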;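 also: assay run at fixed EC70 calcium of 1.6 mM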
# * marks the source's active call; other numbers are inactive results; . = not tested or not shown. A portion of the library; rates above refer to the full screens.
# Sequence of screens: LANA DNA inh	Pemphigus Ab inh	CAL PDZ FP-1	Arrestin-AP2 inh	NSD2 HMT inh	Keap1 Nrf2 FP	DAGLB inhibitor	CAL PDZ FP-2	V-ATPase pHluor	RTF Ca sens inh
COc1cccc2cc(C(=O)NCc3ccc(C)cc3)c(=O)oc12
 : -0.8	91	-0.1	8	-3	-1	-6	0	-2	-9
CCCCNC(=O)Nc1nnc(-c2ccccc2)o1
 : -0.8	92	-2.6	3	0	-2	-1	-1	-3	2
CC(=O)N1CC=CC1(C)C(=O)O (stereo not given)
 : 1.6	104	-0.2	16	.	0	-3	-2	-2	4
Cc1ccc(N(CC(=O)O)S(C)(=O)=O)cc1Cl
 : -3.0	99	-1.7	26	-2	1	0	1	2	1
CC(C)c1ccc(OCC(=O)Nc2ccccc2C(=O)N2CCOCC2)cc1
 : -0.4	105	-0.4	-10	2	0	0	-5	5	7
CC(=O)Oc1ccc(-c2cccc(C(=O)NCC(=O)O)c2)cc1
 : -0.8	100	0.6	7	-1	0	2	-3	-3	-2
CC(C)(C)OC(=O)C[C@@H]1C/C=C\C[C@@H](CC(=O)N[C@@H](CO)Cc2ccccc2)C(=O)N2CCC[C@H]2COC1=O
 : -0.4	100	0.5	.	.	5	0	-5	-1	-7
O=C(Cn1cnnn1)NCc1ccccc1
 : -0.7	97	-2.3	-12	-13	0	2	-1	1	0
Cc1ccc(-c2nn(-c3ccccc3)cc2/C=N/NC(=O)CSc2nnc(C)n2-c2ccccc2)cc1
 : 1.3	96	-1.1	-1	-3	-2	-2	-2	-2	1
CCOc1ccc(Cl)cc1CNCCNCC(C)O (stereo not given)
 : 1.3	107	0.2	-11	1	-2	-3	1	0	-4
CCN(CC)C(=O)[C@H]1C[C@H](CC(=O)NCCN2CCOCC2)C(=O)N2CCc3c([nH]c4ccc(Cl)cc34)[C@]12C
 : -0.9	105	-2.0	-6	.	-7	-1	-3	2	-6
O=C(NC1CC(=O)N(c2ccccc2)C1)C(=O)c1c[nH]c2ccccc12 (stereo not given)
 : -0.8	102	-1.1	-1	6	-1	-3	1	-3	-2
CCOC(=O)C(NCCc1ccccc1)(NC(C)=O)C(F)(F)F (stereo not given)
 : -2.6	.	-0.8	7	-2	1	2	-4	-1	-17
O=C(CN1CCN(C(=O)c2ccco2)CC1)Nc1cc(S(=O)(=O)N2CCCC2)ccc1Cl
 : .	112	.	.	-1	.	3	.	2	.
O=C(O)C(=O)Nc1ccc(NC(=O)C(c2ccccc2)c2ccccc2)cc1
 : 0.5	107	-0.7	-13	-2	-4	1	-5	-1	1
O=C(Nc1cccc(/C=C/c2nc3ccccc3c(=O)[nH]2)c1)c1ccccc1Cl
 : -0.4	80	-4.0	-1	-1	-3	5	1	0	-15
Nc1ccc(N2C(=O)c3ccccc3C2=O)c(Cl)c1
 : 1.6	120	-0.4	4	.	0	1	3	4	2
Cc1nc(N2CCCCC2)c2c(C)c(C(=O)Nc3ccccc3C(F)(F)F)sc2n1
 : 1.0	86	-3.3	17	24	2	-10	-4	3	4
Cc1ccc(N2CC(C(=O)Oc3cccc(N4C(=O)CCC4=O)c3)CC2=O)cc1 (stereo not given)
 : 0.3	105	0.0	-1	-4	-35	0	-2	0	2
C=CCn1c(=O)[nH]c2cc(C(=O)N3CCN(c4cccc(Cl)c4)CC3)ccc2c1=O
 : 0.0	96	1.2	-24	0	-3	4	-2	2	-1
O=C(COC(=O)c1ccccc1)Nc1ccccc1N1CCOCC1
 : 2.3	104	-1.5	14	-3	-3	0	2	2	9
O=C(CC(Cc1ccccc1)C(=O)O)Nc1ccc(F)cc1 (stereo not given)
 : -1.3	99	-1.3	-12	2	3	-5	-2	1	2
O=c1c(Cc2ccccc2)c(O)ccn1Cc1ccco1
 : 0.0	97	-1.4	6	3	-4	1	0	-1	-4
COc1cccc(CN(C)C(=O)c2ccccc2Sc2ccccc2C#N)c1
 : 0.9	104	-0.6	15	-2	2	-3	-4	-4	-6
Cc1cc(C)cc(S(=O)(=O)c2cn(C)c3cc(N4CCN(C)CC4)c(F)cc3c2=O)c1
 : -0.8	.	-1.6	0	-1	0	0	9	6	-2
CCOC(=O)c1n[nH]c2ccccc12
 : 0.1	107	-0.9	6	2	-7	1	0	4	-4
CC(=O)OCCn1c(Br)nc2c1c(=O)[nH]c(=O)n2C
 : -0.8	105	-2.1	21	-8	1	2	0	-1	-6
COc1ccc(CNC(=O)CSc2nnc(C)n2-c2ccc(F)cc2)cc1
 : 1.1	105	-0.4	.	-2	1	1	0	-3	3
O=C(O)c1cc(-c2cccs2)nc2ccc(F)cc12
 : 0.5	99	10	13	-8	5	2	4	-3	-1
Cc1ccc(N(C)C(=O)CCS(=O)(=O)c2ccc3c(c2)oc(=O)n3C)cc1
 : 0.4	.	-0.5	32	-6	6	0	-4	-3	5
CCOc1ccc(/C=C/C(=O)N2CCOCC2)cc1OC
 : 1.7	116	-0.5	-3	-2	1	0	-6	-2	8
CCOC(=O)N1CCN(C(=O)c2cn(CC(C)C)c(=O)c3c2c2ccccc2n3C)CC1
 : 0.3	96	.	-3	3	-2	0	.	1	-5
COc1ccc(C(=O)NCCNc2nc3cc(C)c(C)cc3cc2C)cc1
 : -2.9	95	-0.8	36	-3	0	0	-4	1	-1
Cc1cc(OC(C)C(=O)N(Cc2ccco2)C2CCS(=O)(=O)C2)ccc1Cl (stereo not given)
 : -0.1	97	0.1	-6	.	-6	1	.	-4	-9
O=C(NC1CCCC1)C(c1ccccn1)N(C(=O)c1csnn1)C1CC1 (stereo not given)
 : -2.4	99	0.3	33	-9	1	1	-5	0	-5
N#CC1=C2SCN(Cc3ccco3)CN2C(=O)CC1c1ccccc1F (stereo not given)
 : 0.1	97	0.6	17	5	-4	-1	-4	4	-1
Cc1ccc(-c2nnc(Cc3ccc([N+](=O)[O-])cc3)o2)cc1
 : -1.1	81	0.8	8	-2	3	-1	3	6	-7
CC(C)c1ccc(NC2=NCC(=O)N2Cc2cccs2)cc1
 : 0.8	90	-2.1	14	-2	0	-6	-3	-1	-4
O=C(CCS(=O)(=O)c1ccc(Br)cc1)N1CCN(c2ccccc2F)CC1
 : -0.5	113	-0.3	3	3	-1	-3	-2	1	2
CCOc1ccc(NCc2nnc(SCC(=O)Nc3cc(C)on3)n2-c2ccc(OC)cc2)cc1
 : -2.0	.	-0.1	7	.	1	3	-2	0	-5
NNC(=O)CCc1c[nH]c2ccccc12
 : -0.5	108	-0.5	-3	.	-4	-1	.	4	1
CCn1c(C(=O)NCc2ccccn2)cc2sccc21
 : -0.2	86	-1.9	25	4	3	2	.	-3	-1
O=C1NC(=O)/C(=C\c2cn(CC(=O)N3CCOCC3)c3ccccc23)S1
 : -1.4	.	-2.2	12	-4	1	-1	-1	1	0
COCCN(CC(=O)Nc1cccc(C)c1C)C(=O)CN1C(=O)NC2(CCCCC2)C1=O
 : 1.1	103	1.4	-14	-1	-10	0	-1	-1	-7
Cc1cccc(C(=O)NCC(=O)N2CCN(c3ccc(Cl)cc3)CC2)c1
 : 1.4	89	-0.3	-7	6	2	-2	7	1	-11
CCOc1cccc(CN2CCC(Oc3ccc(C(=O)N4CCCC4)cc3)CC2)c1O
 : .	98	.	.	6	.	1	.	-2	.
CCCCn1c(=O)[nH]c2nc3cc(NC(C)=O)ccc3nc2c1=O
 : 3.5	101	-0.3	1	1	-5	-4	.	-1	-9
COc1ccc(N(C(C)C(=O)N2CCC(Cc3ccccc3)CC2)S(C)(=O)=O)cc1 (stereo not given)
 : 0.3	.	-1.5	-1	-6	-4	-6	-2	1	-7
CC(=O)Nc1ccc(OC(=O)c2cc([N+](=O)[O-])ccc2Cl)cc1
 : -0.9	97	-0.2	-4	0	-1	3	.	4	-11
CC(C)CCn1nc(C(=O)OC(C)C(=O)NC(N)=O)c2ccccc2c1=O (stereo not given)
 : -1.3	.	-1.2	2	-4	1	-2	-7	-5	3

# Next section.
# Sequence of screens: LANA DNA inh	Pemphigus Ab inh	CAL PDZ FP-1	Arrestin-AP2 inh	NSD2 HMT inh	Keap1 Nrf2 FP	DAGLB inhibitor	CAL PDZ FP-2	V-ATPase pHluor	RTF Ca sens inh
CCc1cccc(CC)c1NC(=O)C1CC(=O)N(c2ccc3c(c2)OCCO3)C1 (stereo not given)
 : 2.9	95	0.6	0	-3	-2	-3	-1	-5	4
Cc1ccccc1NC(=O)C1Cc2ccccc2CN1C(=O)OCc1ccccc1 (stereo not given)
 : 1.0	113	-1.2	-3	27	-6	-4	0	-3	-9
Cc1ccc(NC(=O)COc2ccc(Br)cc2C)cc1
 : -0.8	131	-3.2	8	-3	-4	-21	-3	-2	-4
CCCNC(=O)C(=O)NCC1CCCN1CC (stereo not given)
 : 0.3	115	30	24	0	-1	2	33*	-3	-3
Cc1ccc(C(C)C)c(OCCNC(=O)c2cncc(Br)c2)c1
 : -2.2	107	-1.3	2	-11	4	-4	1	1	-27
N#CCCN(CCC#N)C(=O)c1ccc(Cl)cc1
 : 0.2	101	-1.2	8	-3	2	0	-1	0	-2
Oc1c(Cl)cc(Cl)cc1CNc1nccs1
 : -1.6	114	-0.4	-2	-1	-1	0	-7	-3	-14
O=C(CS(=O)(=O)Cc1ccccc1)Nc1ccc(S(=O)(=O)N2CCCCCC2)cc1
 : -1.1	103	-1.1	-2	0	-1	-29	-4	0	-11
O=C(NC1CCCC1)C(c1ccccn1)N(C(=O)c1csnn1)C1CCCC1 (stereo not given)
 : 0.2	110	-2.0	7	-10	-4	-2	-4	-4	7
Cc1cc(C(=O)Nc2sc3c(c2C#N)CCCCC3)cs1
 : 2.1	108	-0.7	0	3	-3	-8	.	3	-9
CC(C)CNS(=O)(=O)c1ccc(CCC(=O)O)cc1
 : -3.7	106	0.1	39	3	1	-2	2	1	0
